# Bioassay records (PubChem)
# KOR beta-arrestin-1: KOR agonists, beta-arrestin recruitment, primary screen, cell-based, luminescence, uHTS (AID 1777); activation, % at 10 µM, or EC50 in µM where a hit was titrated; 0.02% of 280,000 active; KOR beta-arrestin recruitment, luminescence; higher % means a stronger effect; in the data active = activation above about 50%, passing the limit was not always enough; also: a part of the inactive calls stands beside numbers as strong as those of hits
# HIV peptide binding: cell-free HIV fusion peptide-binding blockers – biochemical, uHTS, fluorescence dequenching, primary screen (AID 1986). 0.3% of 290,000 active. cell-free peptide binding, fluorescence dequenching, 30 min; higher % means a stronger effect. one-dose inhibition, % at 20 µM; IC50 in µM for titrated hits; in the data active = inhibition mostly above about 52%, no sharp cut-off; inactive = mostly below about 76%; also: some results filed as inactive read as strong as hits
# NOD1 inhibition: NOD1 signaling inhibitors, primary screen, cell-based, luminescence, uHTS (AID 1578). NOD1-driven NF-kB luciferase reporter cells, luminescence; higher % means a stronger effect. 1% of 290,000 active. inhibition, % at 4 µM, or EC50 in µM where a hit was titrated; in the data active = inhibition mostly above about 36%, no sharp cut-off; inactive = mostly below about 34%;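 also: HEK-293T reporter cells stimulated with the NOD1 agonist gamma-tri-DAP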
# GPR55 LPI antagonism: inhibition of LPI-stimulated GPR55 beta-arrestin translocation – imaging, U2OS, beta-arrestin-GFP, LPI agonist, primary screen (AID 2013). U2OS GPR55 beta-arrestin-GFP translocation imaging, LPI antagonism; higher % means a stronger effect. one-dose inhibition, % at 10 µM; IC50 in µM for titrated hits. 0.13% of 290,000 active;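 active = spots per cell inhibited over 60%, with over 100 cells counted and total cytoplasm intensity under 500,000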;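 also: U2OS cells stably carrying GPR55 and arrestin-GFP stimulated by 5 µM LPI near EC80; imaged beta-arrestin-GFP aggregate spots per cell after agonist stimulation; plate controls were LPI-stimulated DMSO wells for no effect and DMSO wells without LPI for full effect; some results filed as inactive read as strong as hits; confirmed hits need IC50 under 10 µM and bright autofluorescent wells are also inconclusive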
# Siah-1 displacement: Siah-1 peptide-binding antagonists, primary screen, biochemical, fluorescence polarization, rhodamine-plectin, uHTS (AID 1817). displacement, % at 20 µM, or IC50 in µM where a hit was titrated. Siah-1 / rhodamine-plectin peptide fluorescence polarization; higher % means a stronger effect. 0.02% of 290,000 active;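 active = displacement of at least 50% at 20 µM, with a fluorescence ratio check between 0.3 and a set limit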;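 also: plate controls were Siah plus tracer with DMSO for no effect and tracer alone without Siah for full effect; strong numbers were not always called active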
# AID2073: inhibitors of Mint1-CaV2.2 protein interaction, biochemical, HTRF (AID 2073). HTRF protein-protein interaction, Mint1-CaV2.2; higher % means a stronger effect. one-dose inhibition, % at 20 µM; IC50 in µM for titrated hits. 0.19% of 290,000 active; in the data active = inhibition mostly above about 51%, no sharp cut-off; also: some results filed as inactive read as strong as hits
# KOR beta-arrestin-2: KOR antagonists, beta-arrestin recruitment, cell-based, luminescence, uHTS (AID 1778) | 0.091% of 290,000 active | KOR beta-arrestin recruitment, luminescence, antagonist mode; higher % means a stronger effect | one-dose inhibition, % at 10 µM; IC50 in µM for titrated hits; in the data active = inhibition above about 50%; also: strong numbers were not always called active
# GPR55 activation: GPR55 agonists via beta-arrestin recruitment, primary screen, imaging, U2OS cells, beta-arrestin-GFP redistribution (AID 1961); 0.048% of 290,000 active; U2OS GPR55 beta-arrestin-GFP redistribution imaging; higher % means a stronger effect; one-dose activation, % at 10 µM; EC50 in µM for titrated hits;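 active = activation above 40% with more than 50 cells counted in the well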;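 also: U2OS osteosarcoma cells stably expressing GPR55 and beta-arrestin-GFP; plate controls were DMSO negative control for no effect and LPI positive control for full effect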
# GPR35 antagonists: inhibition of zaprinast-stimulated GPR35 beta-arrestin translocation – imaging, U2OS, beta-arrestin-GFP, zaprinast agonist, primary screen (AID 2058); one-dose inhibition, % at 10 µM; IC50 in µM for titrated hits; U2OS GPR35 beta-arrestin-GFP translocation imaging, zaprinast antagonism; higher % means a stronger effect; 0.052% of 290,000 active;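 active = inhibition of at least 50% with at least 30 cells and total cytoplasm GFP at most 10,000,000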
# * hit, by the source's call; · = no result given; [ ] = another dose, or the depositor's remark.
SMILES,KOR beta-arrestin-1,HIV peptide binding,NOD1 inhibition,GPR55 LPI antagonism,Siah-1 displacement,AID2073,KOR beta-arrestin-2,GPR55 activation,GPR35 antagonists
COc1ccc(OC)c(N2C(=O)CC(Cc3ccc(C)cc3)C2=O)c1 (configuration not stated),7.9%,-0.3%,-20.6%,3.7%,-5.4%,17.4%,4.5%,0.1%,10.7%
C/C(=N\NC(=O)CC(C)C)c1ccc(N2CCCCC2)cc1,6.8%,1.4%,-14.3%,10.1%,5.5%,-0.7%,·,-0.4%,-3.4%
C/C=C/c1ccccc1OCc1ccc(C(=O)OC)o1,-1.5%,3.5%,·,19.6%,0.2%,-3.0%,0.0%,0.0%,-3.6%
CC(C)CNC(=O)CC(=O)NN=C1CCCC1,0.3%,1.5%,-23.5%,-0.1%,5.2%,-0.8%,23.8%,-0.1%,-1.0%
Cc1nc2c(cc(Oc3ccc(S(=O)(=O)N4CCOCC4)cn3)c3ccsc32)s1,0.6%,-0.5%,-22.3%,9.6%,-3.8%,7.6%,-31.5%,0.4%,-4.0%
O=C(CSc1nccc(-c2cccs2)n1)Nc1ccc(Cl)cc1,-1.4%,-1.5%,-5.9%,11.5%,-11.1%,2.6%,16.1%,0.1%,22.4%
COc1ccc(-c2nc3ccc(N4CCCC4)cc3c(=O)[nH]2)cc1OC,0.2%,-2.1%,11.8%,19.5%,4.2%,32.4%,-22.4%,-0.2%,11.2%
Cc1cn2nc(N)c3ccccc3c2n1,0.9%,-1.3%,4.4%,-1.5%,-5.2%,9.4%,20.5%,0.4%,3.8%
COC(=O)Nc1sc2c(c1C(=O)N1CCOCC1)CCC(C)C2 (configuration not stated),-5.3%,1.4%,-13.1%,-0.6%,0.6%,-49.5%,27.1%,0.0%,-6.0%
CCn1nc(C)c(NC(=O)CC23CC4CC(CC(C4)C2)C3)c1C,5.6%,-2.6%,40.2%,4.0%,-5.1%,1.1%,-13.1%,-0.4%,20.4%
Cc1cc(/C=C2\SC(=S)NC2=O)c(C)n1-c1cccc(O)c1,1.2%,49.5%,-11.9%,-4.4%,7.8%,24.3%,29.5%,-0.1%,4.6%
Cc1cccc(C(C#N)c2ccc(Cl)nn2)c1 (configuration not stated),1.2%,-1.6%,-8.3%,10.1%,-5.4%,-17.9%,0.3%,-0.3%,0.3%
CCSc1nc2ccc(N3C(=O)C4C5C=CC(C5)C4C3=O)cc2s1 (configuration not stated),2.7%,-0.6%,-25.3%,3.5%,10.3%,11.0%,-24.6%,0.0%,0.2%
C=CCNC(=S)N/N=C/c1ccc(C)s1,-1.4%,-1.3%,4.1%,0.7%,-3.7%,-17.4%,-1.0%,0.0%,32.8%
Cc1cccc(C)c1NC(=O)NC1(C(=O)NCCN2CCOCC2)CCCCC1,2.8%,2.0%,-15.4%,-3.9%,5.8%,-16.6%,-17.5%,-1.0%,2.2%

# Next section; the last two above are carried over.
SMILES,KOR beta-arrestin-1,HIV peptide binding,NOD1 inhibition,GPR55 LPI antagonism,Siah-1 displacement,AID2073,KOR beta-arrestin-2,GPR55 activation,GPR35 antagonists
C=CCNC(=S)N/N=C/c1ccc(C)s1,-1.4%,-1.3%,4.1%,0.7%,-3.7%,-17.4%,-1.0%,0.0%,32.8%
Cc1cccc(C)c1NC(=O)NC1(C(=O)NCCN2CCOCC2)CCCCC1,2.8%,2.0%,-15.4%,-3.9%,5.8%,-16.6%,-17.5%,-1.0%,2.2%
CCOc1ccccc1N1CCN(C(=O)Nc2ccc(F)c(Cl)c2)CC1,-1.3%,-2.5%,-20.9%,4.4%,0.4%,4.0%,-18.3%,-0.2%,-8.1%
N/C(=N\OC(=O)CCCOc1ccccc1)c1ccc(Br)cc1,-2.1%,-2.8%,-19.0%,21.8%,2.9%,-7.7%,24.3%,-0.1%,-0.2%
Cc1cccc(C)c1NC(=O)CN1C(=O)N(C)Cc2ccccc21,-5.8%,-2.0%,-28.7%,2.5%,-0.8%,5.7%,-0.1%,-0.2%,8.3%
Cc1cc(C)n2nc(SCC(=O)Nc3ccc(O)cc3)nc2n1,-2.3%,-0.4%,11.8%,-9.8%,3.8%,-0.3%,10.5%,0.5%,-5.2%
CN=C(NC)SC1CC(=O)N(c2ccccc2)C1=O (configuration not stated),7.5%,-2.0%,-4.9%,-6.9%,1.8%,4.7%,4.5%,-1.0%,20.5%
Cc1ccccc1S(=O)(=O)Cc1ccc(C(=O)NCCN(C)Cc2ccccc2)o1,-0.8%,0.2%,13.4%,0.2%,-5.4%,13.9%,-79.7%,0.6%,-15.1%
CCCCNC(=O)CSc1nc2ccccc2c(=O)n1C1CCCC1,1.3%,-2.5%,-42.0%,6.2%,0.4%,5.3%,3.4%,0.3%,2.3%
CCCCCSc1nnc(-c2ccccc2NC(C)=O)c(=O)[nH]1,6.5%,0.4%,-24.9%,3.9%,0.7%,-5.7%,-13.2%,-0.4%,-18.0%
CCOC(=O)CSc1ccc(S(=O)(=O)N2CCCC2)cc1[N+](=O)[O-],-2.7%,-1.9%,-20.5%,13.4%,6.4%,3.0%,0.5%,0.2%,-1.1%
Cc1cc(C)c(S(=O)(=O)N2CCN=C2c2ccccc2)cc1C,-0.2%,0.1%,15.0%,-9.3%,-1.8%,-7.2%,-1.8%,0.0%,-3.7%
CCOC(=O)CC1CCCCN1C(=O)c1ccc2nc(CCOC)oc2c1 (configuration not stated),-2.3%,-1.0%,-27.9%,20.3%,5.7%,7.1%,-1.0%,0.2%,-21.5%
COC(=O)C1=C(CS(=O)(=O)c2ccc(OC)c(OC)c2)NC(=O)NC1c1ccc(O)c(OC)c1 (configuration not stated),-3.1%,1.1%,-48.5%,13.7%,3.3%,-1.5%,0.0%,0.2%,-19.2%
CCOP(=O)(OCC)C(NC(=O)Nc1ccccc1)C(N)=O (configuration not stated),-1.7%,2.8%,-3.6%,2.7%,-0.9%,2.9%,24.6%,-0.3%,-7.1%
CCN(CC)CCNC(=O)c1ccccn1,4.6%,0.1%,-4.6%,-1.3%,-0.8%,-10.8%,-28.9%,-0.1%,-6.6%
CC1CCc2nc(NC(=O)Nc3ccc4c(c3)OCO4)sc2C1 (configuration not stated),6.0%,-1.8%,-10.0%,-1.2%,-7.8%,-22.1%,-49.3%,-0.2%,-12.7%

# The closing 2 records of the part before are carried over, then new ones follow.
SMILES,KOR beta-arrestin-1,HIV peptide binding,NOD1 inhibition,GPR55 LPI antagonism,Siah-1 displacement,AID2073,KOR beta-arrestin-2,GPR55 activation,GPR35 antagonists
CCN(CC)CCNC(=O)c1ccccn1,4.6%,0.1%,-4.6%,-1.3%,-0.8%,-10.8%,-28.9%,-0.1%,-6.6%
CC1CCc2nc(NC(=O)Nc3ccc4c(c3)OCO4)sc2C1 (configuration not stated),6.0%,-1.8%,-10.0%,-1.2%,-7.8%,-22.1%,-49.3%,-0.2%,-12.7%
Nc1c(C(=O)NCCN2CCOCC2)c2nc3ccccc3nc2n1-c1ccc2c(c1)OCO2,-3.8%,10.1%,-11.3%,3.8%,-4.5%,22.5%,-33.3%,-0.1%,2.6%
CCOc1ccc(NC(=O)CSc2ccc(-c3ccccn3)nn2)cc1,-6.6%,2.8%,-16.5%,-6.4%,-2.7%,28.9%,-13.6%,-0.3%,7.6%
O=C(O)CC1c2ccccc2S(=O)(=O)N1Cc1ccccc1 (configuration not stated),-1.6%,-0.9%,-6.6%,10.1%,-0.5%,6.3%,·,-0.2%,9.9%
Cc1cc(C)c(S(=O)(=O)N2CCCCC2C(=O)O)c(C)c1 (configuration not stated),-1.9%,-0.5%,-31.6%,3.6%,1.5%,3.7%,-10.9%[20 µM],-0.1%,0.3%
CO/N=C/C(C#N)=C/c1ccc(OC)c(OC)c1,-3.2%,0.1%,-29.9%,1.9%,-3.7%,31.4%,8.2%,-0.5%,11.4%
CCCN(CCC)CCCNc1ccc2nnc(-c3ccc(F)cc3)n2n1,-1.5%,-0.3%,-0.1%,-2.4%,-6.4%,7.2%,-23.7%,-0.3%,23.0%
Cc1cccc(N2CCN(C(=O)CCNS(=O)(=O)c3ccc4c(c3)CCC(=O)N4)CC2)c1C,1.8%,0.0%,4.2%,2.4%,2.1%,-4.7%,12.8%,-0.1%,-2.3%
N#C/C(=C\c1cc([N+](=O)[O-])c(N2CCOCC2)cc1N1CCOCC1)c1nc2ccccc2[nH]1,0.6%,-2.1%,-42.1%,-7.2%,5.7%,22.7%,-11.2%,0.4%,-0.7%
Nc1ccccc1SC(C[N+](=O)[O-])c1ccccc1 (configuration not stated),0.5%,-0.9%,10.9%,-5.8%,-5.8%,-29.2%,-56.2%,31.4%,2.0%
CCOC(=O)N1CCC(N2CCN(CCC(C)C)C(CCO)C2)CC1 (configuration not stated),-6.9%,-1.2%,-44.8%,1.7%,1.6%,12.7%,-24.7%,0.3%,-11.3%
NC1=NC2(CCCCC2)N(c2ccc(F)cc2)C(N)=N1,-5.6%,2.4%,-47.8%,16.7%,-0.4%,6.7%,-13.5%,-0.3%,-19.3%
O=C(c1ccccc1Cl)N(Cc1ccc(Br)cc1)N1C(=O)CCC1=O,-2.6%,-1.2%,-37.6%,-10.7%,5.2%,-2.5%,35.4%,-0.2%,6.0%
O=C1/C(=C\c2ccc(Br)cc2)SC(=S)N1NS(=O)(=O)c1ccccc1,0.4%,67.6%,14.7%,3.2%,2.1%,2.3%,-77.8%,-0.2%,13.6%
CCc1ccc(NC(=O)CS(=O)CC(=O)NCC2OCCc3ccccc32)cc1 (configuration not stated),2.0%,0.8%,-7.2%,-3.3%,-2.0%,0.1%,8.0%,-0.1%,-4.8%
CCCc1nnc(NC(=O)CN2CCOCC2)s1,3.1%,5.0%,4.7%,·,2.5%,4.4%,-1.4%,-0.1%,18.2%
CC(=O)Nc1c(C(=O)N2CCN(c3ccccn3)CC2)cnn1-c1ccc(C)cc1,-0.9%,-0.6%,-6.5%,-3.0%,3.1%,-2.6%,-6.6%,-0.5%,9.9%
CCc1c(O)nc(SCC(=O)Nc2nc3ccccc3s2)n(-c2ccc(C)cc2)c1=O,0.7%,8.6%,-2.0%,4.0%,14.7%,14.5%,13.2%,-0.1%,-3.1%
CCOC(=O)c1c(C)c(-c2ccccc2)n(CC(=O)NCCCN(CC)CC)c1C,-1.0%,-0.3%,-30.2%,2.2%,9.6%,1.6%,-5.8%,-0.6%,-3.9%
CC(=C/c1ccccc1)/C=N/NC(=O)CSc1nc(C)cc(C)n1,2.6%,0.4%,-6.2%,15.3%,7.2%,-4.8%,31.1%,0.1%,-16.6%
Cc1ccc(NC(=O)NCC2CC2(Cl)Cl)cc1 (configuration not stated),-1.2%,-1.1%,-79.0%,5.4%,-3.0%,7.9%,-21.1%,0.2%,-2.8%
COC(=O)c1ccc(NC(=S)NCCCN2CCCC2=O)cc1,-4.6%,1.4%,-26.1%,-0.1%,13.6%,-11.6%,-37.4%,-0.2%,-9.7%
CCCn1c(SCC(=O)NC2CCCc3ccccc32)n[nH]c1=O (configuration not stated),-1.7%,-1.7%,-26.0%,-3.2%,-1.2%,-16.1%,-18.5%,-0.5%,4.5%

# This is a subset; the hit share may differ from the screen's.
